14-3-3 PPI = 14-3-3 gamma protein interaction modulation | P61981 | FP, 14-3-3gamma / TMR-pS259-Raf peptide binding | inhibition, % at 40 µM | 160,000 tested, 0.19% active; in the data active = inhibition above about 30%;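 also: 0% = protein plus tracer without compound and 100% = blank with tracer alone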
Target sequence (P61981 whole entry, looked up): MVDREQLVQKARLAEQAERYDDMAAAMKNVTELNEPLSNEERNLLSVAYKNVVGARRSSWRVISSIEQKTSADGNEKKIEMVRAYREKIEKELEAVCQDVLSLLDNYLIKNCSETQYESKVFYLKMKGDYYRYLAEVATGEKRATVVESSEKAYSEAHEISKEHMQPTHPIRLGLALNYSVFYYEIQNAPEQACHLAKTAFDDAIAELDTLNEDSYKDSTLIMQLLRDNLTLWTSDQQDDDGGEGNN
* marks the source's active call; other numbers are inactive results; & = joins results of further samples.

SMILES | 14-3-3 PPI
CCOC(=O)c1cc2c(=O)n3ccccc3nc2n(C2CCCCC2)c1=NC(=O)c1ccc(C)c([N+](=O)[O-])c1 | 3
CC(C)c1ccc(C2NC(=O)c3[nH]nc(-c4ccccc4)c32)cc1 (stereo not drawn) | 2
O=C(O)CN1C(=O)C2C3CC(C2C1=O)C1C(c2cccc([N+](=O)[O-])c2)c2sc(=O)[nH]c2SC31 (stereo not drawn) | -30
COc1cccc(NC(=O)Nc2cccs2)c1 | -3
CCCc1nnc(NC(=O)CCC(=O)N2CCCCC2CC)s1 (stereo not drawn) | -1
CSc1nnc2c(n1)OC(c1ccc(Cl)cc1)N(C(C)=O)c1ccccc1-2 (stereo not drawn) | -3
CCOc1ccccc1NC(=O)c1cc2ccccc2oc1=O | -8
Cc1ccc(C)n1-n1c(C)nc2sc3c(c2c1=O)CCCCC3 | 1
CCOC(=O)c1sc2nc(CC(=O)OC)nc(Nc3cc(C)ccc3OC)c2c1C | -9
O=C(Nc1nc(-c2ccc3c(c2)OCO3)cs1)c1ccncc1 | -7
COc1ccc(N2CCN(C(CNC(=O)C3CCCCC3)c3cccnc3)CC2)cc1 (stereo not drawn) | 1
COc1cc2ccccc2cc1C(=O)Nc1ccc(-c2nc3cc(Cl)ccc3o2)cc1 | -261
O=[N+]([O-])c1ccc(S(=O)(=O)NCc2ccco2)cc1 | 1
COc1cc(C2C3=C(CCCC3=O)OC3=C2C(=O)CCC3)cc(Br)c1OCC(=O)O | -6
O=C(CCCNS(=O)(=O)c1cccs1)N1CCN(c2ccccc2)CC1 | -9
O=C(COc1ccccc1)Nc1c2c(nn1-c1ccc(F)cc1)CSC2 | -4
CC1=C(C(N)=O)C(c2ccccc2)n2nc(-c3ccncc3)nc2N1 (stereo not drawn) | -5
O=C(CNC(=O)c1ccccc1)NC1(C(=O)NC2CCCC2)CCCCC1 | -7&-6
Cc1onc(-c2ccccc2)c1C(=O)Nc1cc(C(F)(F)F)ccc1N1CCOCC1 | -1
C=CCNc1ccc2c3c(cccc13)C(=O)N(C)C2=O | 4
O=C(Cc1ccc(S(=O)(=O)N2CCCC2)s1)Nc1nc2c(s1)CCCC2 | -35
Cc1ccc(-c2nnc(NC(=O)c3ccc(Cl)c([N+](=O)[O-])c3)s2)cc1 | -29
CCN1C(=O)C(O)(C2COC(C)(C)CC2=O)c2ccccc21 (stereo not drawn) | 14
CCOc1ccc(C2CC(c3ccccc3OC(F)F)n3ncnc3N2)cc1Cl (stereo not drawn) | -7
Nn1c(SCC(=O)Nc2ccc3c(c2)OCCO3)nnc1-c1ccccn1 | 5
O=C(CNC(=O)c1cn(-c2ccccc2)nc1-c1ccc(Br)cc1)c1ccccc1 | 9
NC(N)=N/N=C/c1c(Cl)cccc1Cl | -7
S=c1[nH]nc(COc2ccc(Cl)cc2)o1 | -6
Cc1ccc(C(c2nnnn2Cc2cccs2)N2CCN(C(=O)c3ccco3)CC2)cc1 (stereo not drawn) | -2
CC(C)Cn1c(=S)[nH]c2ccccc21 | -7
COC(=O)c1[nH]c2ccc(C)cc2c1NC(=O)CN1CCC(C)CC1 | -11
COc1ccc(C2CC(=O)C3=C(C2)Nc2ccccc2NC3c2cc(Br)ccc2OC)cc1 (stereo not drawn) | -4
c1ccc(CCSc2nnc3sc4ccccc4n23)cc1 | -6
COc1ccc(CNC(=O)C2CCCN(S(=O)(=O)c3cnc[nH]3)C2)cc1 (stereo not drawn) | 7
CCOc1ccc(CNC(=O)c2cc(=O)[nH]c3ccccc23)cc1 | -7
CC1CCN(S(=O)(=O)c2ccc(NC(=O)c3ccccc3Br)cc2)CC1 | -41
COc1cc(OC)c(NC(=O)CSc2ncnc3c2sc2ccccc23)cc1Cl | -4
COc1ccccc1C1C(C(=O)c2ccc(C)cc2)N2c3ccc(Cl)cc3C=CC2C1(C#N)C#N (stereo not drawn) | -184
COc1cc(C(=O)NC2=NCCS2)ccc1OCc1c(C)noc1C | -2
CCCSc1oc(-c2ccco2)nc1S(=O)(=O)c1ccc(Cl)cc1 | -54
CCOc1ccccc1NC(=O)CSc1nc2ccc(N3C(=O)c4ccccc4C3=O)cc2s1 | -36
CC(C)c1ccc2oc(-c3ccc(NC(=O)Cc4ccccc4)cc3)nc2c1 | -7
COc1cccc(-n2c(SCC(=O)NC3CCCCC3)nc3n[nH]c(C)c3c2=N)c1 | -10
CCOc1ccc(N(CC(=O)NCCSc2ccccn2)S(C)(=O)=O)cc1 | -3
O=C(CSc1nnc(-c2ccccc2)c(-c2ccccc2)n1)N1CCOCC1 | 1&-6
CC(=O)c1ccc(Oc2cc(C)nc(-n3nc(C)cc3C)n2)cc1 | 11
CCN(CC)C(=O)CSc1ncn[nH]1 | -6
O=C(Nc1cccc(Cl)c1)c1ccc(F)c(S(=O)(=O)N2CCN(c3ccccn3)CC2)c1 | -2
O=C(c1cccc(Oc2c(Cl)cccc2[N+](=O)[O-])c1)n1nnc2ccccc21 | -3
COc1ccc2c(c1)c(=O)c1ccccc1n2CC(=O)Nc1ccccc1F | -10
CCOC(=O)CCc1c(C)c2ccc(OCC(=O)OC(C)C)cc2oc1=O | 3
CCOC(=O)C1CCN(c2ncnc3c2[nH]c2cccc(OC)c23)CC1 | -13
COC(=O)c1sccc1NC(=O)c1cc(-c2ccc(Cl)cc2)nc2ccccc12 | -13
CCC(=O)Nc1nc2c(s1)C(=O)CC(c1ccccc1)C2 (stereo not drawn) | -7
CCCn1c(=N)n(CC(=O)c2cccs2)c2ccccc21 | -7
COc1ccc(CN2CC(C(=O)NCCCN3CCN(C)CC3)CC2=O)cc1 (stereo not drawn) | 2&-10
CC(C)CCNC(=O)c1ccc2c(c1)N(Cc1ccc(Cl)cc1)C(=O)CS2 | -13
CCOC(=O)c1cc2c(=O)n3ccccc3nc2n(CCCOC)c1=NC(=O)C(C)(C)C | -6
COc1ccc(NC(=O)c2ccc3c(=O)n(-c4ccccc4)c(SCC#N)nc3c2)cc1OC | -7
CCCCc1c(O)nc(SCC(=O)N2CCOCC2)n(-c2ccccc2C)c1=O | 0

Next part
SMILES | 14-3-3 PPI
Cc1cc(C(C)(C)C)c(O)c(C)c1CC1=NCCN1 | 1&-7
O=C(Nc1ccc([N+](=O)[O-])cc1Br)C12CC3CC(CC(C3)C1)C2 | 6
CCOCCCn1c(=N)c(C(=O)OCC)cc2c(=O)n3ccccc3nc21 | -17
CCN1C(=O)C2(/C(=C(\O)c3ccc4c(c3)OCCO4)C(=O)C(=O)N2CCCOC)c2ccccc21 (stereo not drawn) | -1
CC(=O)Nc1ccc(S(=O)(=O)NCC2CCC(C(=O)N3CC(C)CC(C)C3)CC2)cc1 (stereo not drawn) | -7
Cc1ccc(Nc2cc(C(=O)N3CCOCC3)c3ccccc3n2)cc1C | -7
O=C(NCCc1ccccc1)C1CC(=O)N(Cc2ccc3c(c2)OCO3)C(=Nc2ccc(Cl)cc2)S1 (stereo not drawn) | 7
CN(C(=O)C1CCCO1)c1nnc(-c2ccccn2)s1 (stereo not drawn) | 3
COc1ccc(C2C(C#N)=C(N)SC(N)=C2C#N)cc1OC | -123
CC12C=CC(O1)C1C(=O)N(c3ccc(Br)cc3[N+](=O)[O-])C(=O)C12 (stereo not drawn) | 0
O=C(O)c1cc(NC(=O)c2ccco2)cc(C(=O)O)c1 | -5
COc1cccc(C2NC(=O)NC(C)=C2C(=O)OC2CCCCCC2)c1OC (stereo not drawn) | -5
O=C(CN1CCOCC1)N1CCN(c2ccccc2)CC1 | 2
CCC(OC(=O)CCc1nc2ccccc2[nH]c1=O)C(=O)c1ccccc1 (stereo not drawn) | -2
Cc1ccc(/C(O)=C2\C(=O)C(=O)N(CC(C)O)C2c2cccc(O)c2)cc1 (stereo not drawn) | -1

4 entries from above, set out differently.
C=CCNc1ccc2c3c(cccc13)C(=O)N(C)C2=O
  14-3-3 PPI: 4

O=C(Cc1ccc(S(=O)(=O)N2CCCC2)s1)Nc1nc2c(s1)CCCC2
  14-3-3 PPI: -35

Cc1ccc(-c2nnc(NC(=O)c3ccc(Cl)c([N+](=O)[O-])c3)s2)cc1
  14-3-3 PPI: -29

CCN1C(=O)C(O)(C2COC(C)(C)CC2=O)c2ccccc21 (stereo not drawn)
  14-3-3 PPI: 14

Following part
SMILES | 14-3-3 PPI
O=C(c1ccc(COc2ccccc2Cl)o1)N1CCCC1 | 1
COc1ccc2oc(=O)c(C(=O)C[n+]3ccc(C)cc3)cc2c1 | -19
CC(C)Nc1oc(Cc2cccc3ccccc23)nc1C#N | -16
CCc1ccc(C=Nc2sc(C)c(C)c2C#N)cc1 | 0
CC(=O)Nc1ccc(NC(=O)Cn2cc3c(n2)CCC(C)C3)cc1 (stereo not drawn) | -3
CC(=O)N1CCc2cc(S(=O)(=O)NC(C(=O)Nc3ccc4c(c3)OCCO4)C(C)C)ccc21 (stereo not drawn) | -8&-9
COc1ccc(NC(=O)c2cnc(C)cn2)cc1-n1cnnn1 | -1
CCCCN1CN(Cc2ccco2)CNC1=S | -8
O=C(Nc1ccc(C2CCCCC2)cc1)C1CCCN(c2ncccn2)C1 (stereo not drawn) | -12
O=c1[nH]c(=S)[nH]c(O)c1C(c1ccccc1)c1c(O)[nH]c(=S)[nH]c1=O | -6
CC1CCN(S(=O)(=O)c2ccc3nc(-c4cccnc4)cc(C(=O)NC4CCCC(C)C4C)c3c2)CC1 (stereo not drawn) | -14
CC(=O)Nc1ccc(NC(=O)CSc2nc3ccccc3o2)cc1 | -6
O=C(Nc1ccc2oc(-c3ccccc3Cl)nc2c1)c1ncn[nH]1 | -13
Cc1cc(NC(=O)Cn2nnc3sc4c(c3c2=O)CCCC4)no1 | 2
O=C(c1ccccc1)c1cccn1CC(=O)N1CCN(c2ccc(F)cc2)CC1 | -4

Some of the entries so far, with values ahead of the structure:
14-3-3 PPI	mol
-13	COC(=O)c1sccc1NC(=O)c1cc(-c2ccc(Cl)cc2)nc2ccccc12
-7	CCC(=O)Nc1nc2c(s1)C(=O)CC(c1ccccc1)C2 (stereo not drawn)
-7	CCCn1c(=N)n(CC(=O)c2cccs2)c2ccccc21
2&-10	COc1ccc(CN2CC(C(=O)NCCCN3CCN(C)CC3)CC2=O)cc1 (stereo not drawn)
-13	CC(C)CCNC(=O)c1ccc2c(c1)N(Cc1ccc(Cl)cc1)C(=O)CS2
-6	CCOC(=O)c1cc2c(=O)n3ccccc3nc2n(CCCOC)c1=NC(=O)C(C)(C)C

(listing goes on)
SMILES | 14-3-3 PPI
CCOC(=O)C1=C(C)NC(C)=C(C(=O)OCC)C1c1cccc(O)c1 | -1
CCOC(=O)N1CCN(C(=O)Cn2cc3c(n2)CCCC3)CC1 | -1
COC(=O)c1cc(C)sc1NC(=O)CCCC(=O)O | 0
CC1=C(C(=O)OCc2ccccc2)C(c2cccc(Br)c2)N2C(=O)CCSC2=N1 (stereo not drawn) | -1
Cc1ccc2nc(-c3ccc(C)o3)c(Nc3ccccc3)n2c1 | -14
COc1cc(NC(=O)c2ccc(C)cc2)c(OC)cc1NC(=O)CN1CCOCC1 | -3
O=[N+]([O-])c1cccc(C=Nc2ccc(C34CC5CC(CC(C5)C3)C4)cc2)c1 | -2
c1ccc(CSc2nnc3c(n2)OC2(CCCCC2)Nc2ccccc2-3)cc1 | -12
COc1ccc(-c2csc(NC(=O)c3ccc(S(=O)(=O)N4CCCC4)cc3)n2)cc1 | -1
O=C(O)c1cc(N2C(=O)C3C4CC(C(Br)C4Br)C3C2=O)ccc1N1CCOCC1 (stereo not drawn) | 5
Cc1cc2c(cc1C)[n+](C)cn2CC(O)COC1CCCCC1 (stereo not drawn) | 3
COc1ccc(NS(=O)(=O)c2cccc3c2C(=O)c2ccccc2C3=O)cc1 | 5
Cc1cccc(CCNC(=O)C2CCC(CNc3c(N4CCCC4)c(=O)c3=O)CC2)c1 (stereo not drawn) | 5
COc1ccc2nc(N3CCCC(C(=O)NCCc4ccc(Cl)cc4)C3)[nH]c2c1 (stereo not drawn) | -55
O=C1c2ccccc2S(=O)(=O)N1CCOc1ccc(F)cc1 | -5
Cc1cc(C)c2oc(-c3ccc(NC(=O)c4ccc(I)cc4)cc3)nc2c1 | -6
COc1ccc(C2NC(=O)NC(C)=C2C(=O)Nc2cccc(C)c2C)cc1OC (stereo not drawn) | 7
Cc1nc(NC(=O)CCCC(=O)Nc2nc(C)c(C)s2)sc1C | -2
Cc1cccc(-n2nnc(C(=O)NCc3ccccn3)c2N)c1 | 1
CN(C)CCNC(=O)c1cc(Sc2cccc(Cl)c2)nc2ccccc12 | 8
NC(=O)c1c(NC(=O)c2ccc(S(=O)(=O)N3CCCCC3)cc2)sc2c1CCCCC2 | -52
O=C(COc1ccc(Cl)cc1)Nc1nc(-c2cccs2)cs1 | 2
C1=CC2CC1CC2CN1CCN(Cc2ccco2)CC1 (stereo not drawn) | 0
COc1cc(C2Nc3cccc4cccc(c34)N2)ccc1O | -79
O=S(=O)(NC1c2ccccc2Oc2ccccc21)c1ccccc1 | -4
COc1ccccc1N1CCN(C(=O)c2ccc(CS(=O)(=O)c3ccccc3OC)o2)CC1 | 3
COc1ccc2c(=O)c(N3C(=O)c4ccccc4C3=O)coc2c1 | -4
CCOC(=O)c1cnc2cc(Cl)c(OC)cc2c1Nc1cc(C)c(Cl)cc1OC | -6
O=C(c1nn2c(c1Cl)NC(c1ccc(Br)cc1)CC2C(F)(F)F)N1CCOCC1 (stereo not drawn) | -5
CCN(CCNC(=O)Cn1nc(-c2ccccc2)ccc1=O)c1ccccc1 | -3
CN(C)CCNC(=O)Cc1c(C(=O)O)n(C)c2ccccc12 | -7&-2
CCN1CCN(C(=O)c2ccc(Sc3ccc(Cl)cc3)c(NC(C)=O)c2)CC1 | 3
COc1ccc2cc(C(c3nnnn3C3CCCCC3)N3CCCCCC3)c3nnnn3c2c1 (stereo not drawn) | -8
COc1ccc(N2C(=O)CCC(C(=O)N3CCN(c4ccccn4)CC3)C2c2ccc(F)cc2)cc1 (stereo not drawn) | 1
COc1ccccc1CNC(=O)c1ccc(NS(C)(=O)=O)cc1 | -5
COc1cc(NC(=O)c2cc([N+](=O)[O-])ccc2N2CCCCCC2)c2ncccc2c1 | -8
COc1ccccc1NC(=O)c1nnn(CC(=O)Nc2cccc(SC)c2)c1N | -11

Sorted by length of the SMILES (highest first): three of the compounds above
SMILES | 14-3-3 PPI
COc1ccc(N2C(=O)CCC(C(=O)N3CCN(c4ccccn4)CC3)C2c2ccc(F)cc2)cc1 (stereo not drawn) | 1
COc1ccc2cc(C(c3nnnn3C3CCCCC3)N3CCCCCC3)c3nnnn3c2c1 (stereo not drawn) | -8
COc1ccccc1CNC(=O)c1ccc(NS(C)(=O)=O)cc1 | -5

Not all compounds are listed, so the mix of outcomes need not match the whole.
